# aSyn yeast inh = alpha-synuclein toxicity inhibition in yeast | Yeast expressing alpha-synuclein, growth rescue, BacTiter-Glo, 24 h | Potency, µM (doses to about 46.1 µM), for the others: top-dose growth rescue (activation), actives largely listed as activators | 370,000 compounds, 0.14% hits | AID 652106; further: potency means the concentration at half of the fitted maximal effect; % of control where 0% means no effect; nearly all actives have a fitted effect of over 65% in size
#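 Readout is rescue of growth in alpha-synuclein-expressing yeast, so inhibitors of toxicity appear as activators. Growth after 24 hr at 30 deg C in galactose medium is quantified by luminescence.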
# D3 ag = activates the human D3 dopamine receptor; P35462; D3R DiscoveRx beta-arrestin cells, luminescence, 90 min; max activation, %; 410,000 compounds, 0.58% hits; AID 652048; in the data active means max activation above about 30%; further: 0% is about no effect; mostly tested at two doses, the higher about 12 µM
# Target sequence (P35462 whole entry, looked up): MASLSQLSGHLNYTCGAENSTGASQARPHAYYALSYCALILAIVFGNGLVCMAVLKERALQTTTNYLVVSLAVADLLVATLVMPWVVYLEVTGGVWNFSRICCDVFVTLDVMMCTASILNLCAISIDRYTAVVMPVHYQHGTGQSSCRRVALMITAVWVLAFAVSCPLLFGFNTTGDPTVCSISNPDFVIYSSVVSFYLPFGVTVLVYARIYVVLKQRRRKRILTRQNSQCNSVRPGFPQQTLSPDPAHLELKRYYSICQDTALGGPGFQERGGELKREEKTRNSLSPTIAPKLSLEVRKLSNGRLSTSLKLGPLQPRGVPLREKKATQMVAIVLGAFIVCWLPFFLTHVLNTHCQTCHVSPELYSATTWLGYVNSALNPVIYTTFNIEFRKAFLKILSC
#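 Cells at 1500/well, incubated overnight, then treated with pinned compounds (dopamine as control) for 90 min at 37 degrees C. DiscoveRx reagent added for 30 - 60 minutes at room temperature; luminescence read.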
# FUS yeast rescue = FUS proteinopathy suppression in yeast; S. cerevisiae FUS-expressing, growth rescue, OD600, 24 h; Potency, µM (highest dose often 76.6 µM), inactives show at the highest dose growth rescue (activation), actives largely listed as activators; 390,000 compounds, 0.24% hits; AID 1347120;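 further: potency means the concentration at half of the fitted maximal effect; plate controls were DMSO vehicle for no effect and reference control for full effect; nearly all actives have a fitted effect of over 55% in size; some results filed as inactive show a strong effect at the top dose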
#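 Steps: raffinose overnight preculture; dilution to OD 0.005 in 2% galactose minimal medium; compound addition (concentration series); 24hr at 30C, 99% humidity; absorbance read at 600 nm.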
# TDP43 rescue = rescues yeast growth from TDP-43 toxicity; AID 652104; Potency, µM (doses to about 46.1 µM), for inactives: top-dose growth rescue (activation), actives largely listed as activators; TDP-43 expressing yeast growth rescue, BacTiter-Glo, 24 h; 410,000 compounds, 1.8% hits; further: potency means the concentration at half of the fitted maximal effect; % of control where 0% means no effect; nearly all actives have a fitted effect of over 50% in size
#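 In this qHTS, compounds that restore growth of yeast expressing TDP-43 appear as activators. Cells (OD600=0.02, galactose medium, raffinose-pregrown) are incubated with compound 24 hr at 30 deg C and growth is quantified by BacTiter-Glo.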
# Abeta yeast res = compounds reversing amyloid beta toxicity in yeast. yeast expressing A-beta42, growth rescue, OD600, 48 h; response scale: 0% DMSO, 100% iron-clioquinol control. Potency, µM (top dose mostly 46.1 µM), for the others: top-dose growth rescue, actives largely listed as activators. 410,000 compounds, 0.063% hits; further: potency means the concentration at half of the fitted maximal effect; nearly all actives have a fitted effect of over 55% in size
#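 Yeast A-beta toxicity model in growth medium with pinned compounds, 48 h at 30 C; growth read as absorbance at 600 nm. Normalized to FeCl3/clioquinol equimolar mix (positive) and DMSO (negative).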
# EPAC2 ag = activates human EPAC2 exchange factor. Potency, µM (series often up to 154 µM), inactives show at the top dose activation, actives largely listed as activators. Q8WZA2. 360,000 compounds, 0.079% hits. EPAC2 activation, biochemical qHTS; response scale: 100% = 6.5 mM cAMP response; further: potency means the concentration at half of the fitted maximal effect; nearly all actives have a fitted effect of over 50% in size
#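 Compounds were titrated in qHTS against a Rap1B-BODIPY-GDP (250 nM) complex with EPAC2 (100 nM) and GDP (50 uM). BODIPY-GDP release tracked at 480/540 nm over 30 min at room temperature, normalized to 6.5 mM cAMP.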
# EPAC2 antag = EPAC2 (human) antagonism; EPAC2 GEF exchange of Rap1B-BODIPY-GDP, fluorescence; Potency, µM (series often up to 114 µM), inactives show top-dose activity, negative = inhibition, most hits filed as inhibitors; 360,000 compounds, 0.18% hits; AID 720708; further: potency means the concentration at half of the fitted maximal effect; on the % scale 0 is the no-effect control and ±100 the full control effect; nearly all actives have a fitted effect of over 45% in size; many of its hits are not listed in these tables
# DRD3 antagonist = blocks the human D3 dopamine receptor | P35462 | D3R cells, DiscoveRx beta-arrestin luminescence, antagonist mode; hits give low values | max response, negative = inhibition, % | 360,000 compounds, 2.5% hits | AID 652054; in the data active means max response below about -50%; inconclusive means no clear call, values can overlap the other calls; further: on the % scale 0 is the no-effect control and ±100 the full control effect; mostly tested at two doses, the higher about 12 µM
#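 Cells plated overnight at 1500 cells/well, then exposed to library compounds with dopamine controls for 90 minutes at 37 degrees C. DiscoveRx reagent added for 30–60 minutes at room temperature; luminescence read, quantitative HTS format.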
# * marks the source's active call; other numbers are inactive results; ? = inconclusive; nt = not tested or not shown; & = joins results of further samples; [ ] = remark or other dose. Unless noted, the call rests on the fitted dose curve; in most records, active means well fitted curve in the direction sought with a large enough effect; inconclusive means small, poorly fitted or top-dose-only effect, or another doubt; inactive means no such curve, though single readings can be large; an effect the other way counts as inactive or inconclusive. These rows are one share of the data; rates above refer to the full screens.
# The opening 11 compounds as a preview:
SMILES,aSyn yeast inh,D3 ag,FUS yeast rescue,TDP43 rescue,Abeta yeast res,EPAC2 ag,EPAC2 antag,DRD3 antagonist
CCOc1ccc(NC(=O)COc2ccccc2)c([N+](=O)[O-])c1,8%,7,-2%,18%,18%,-3%,-8%,-6
Cc1ccc(NC2c3ccccc3C(=O)N2CCN2CCOCC2)cc1 (stereo unspecified),1%,0,-19%,4%,2%,5%,5%,-4
COc1cccc(CN2CCNC(=O)C2CC(=O)N(C)Cc2cnccn2)c1OC (stereo unspecified),-3%,3,24%,-21%,-7%,-3%,4%,1
Nc1nc(SCc2nc(-c3ccccc3)no2)[nH]c(=O)c1-c1ccccc1,2%,16,33%,-14%,-11%,2%,-15%,17
Cc1ccc2c(c1)-c1onc(C(=O)N3CCN(c4ccc(Cl)cc4)CC3)c1CO2,-2%,-4,-21%,16%,-9%,nt,nt,nt
CCS(=O)(=O)c1ccc2oc(SCC(=O)NCCc3ccc(OC)cc3)nc2c1,0%,3,1%,9%,-4%,8%,2%,9
O=C(c1ccc2c(c1)N(Cc1ccccc1F)C(=O)c1ccccc1S2(=O)=O)N1CCOCC1,nt,-9,-4%,-6%,-13%,nt,nt,nt
Cc1ccc(-c2nn(-c3ccccc3)cc2C(=O)NN2CCN(C)CC2)cc1,-5%,-1,7%,-21%[9.22 µM],-17%,4%,8%,-23
CCCCC1=CC2=CC(=O)C(C)(OC(=O)CC)C(=O)C2=CN1C1CCCC1 (stereo unspecified),-8%,10,4%,11%,0%,6%,15%,0
COC(=O)C1=CN(C2CC2)C=C(C(=O)OC)C1c1ccc(C(F)(F)F)cc1,-2%,-3,-6%,-10%,-3%,-10%,-4%,-28
COc1ccc(-c2nc(SCC(=O)Nc3ccc4c(c3)OCCO4)c(-c3ccc(F)cc3)[nH]2)cc1,nt,2,12%,15%,21%,nt,nt,nt

# Results, repeating the preview:
SMILES,aSyn yeast inh,D3 ag,FUS yeast rescue,TDP43 rescue,Abeta yeast res,EPAC2 ag,EPAC2 antag,DRD3 antagonist
CCOc1ccc(NC(=O)COc2ccccc2)c([N+](=O)[O-])c1,8%,7,-2%,18%,18%,-3%,-8%,-6
Cc1ccc(NC2c3ccccc3C(=O)N2CCN2CCOCC2)cc1 (stereo unspecified),1%,0,-19%,4%,2%,5%,5%,-4
COc1cccc(CN2CCNC(=O)C2CC(=O)N(C)Cc2cnccn2)c1OC (stereo unspecified),-3%,3,24%,-21%,-7%,-3%,4%,1
Nc1nc(SCc2nc(-c3ccccc3)no2)[nH]c(=O)c1-c1ccccc1,2%,16,33%,-14%,-11%,2%,-15%,17
Cc1ccc2c(c1)-c1onc(C(=O)N3CCN(c4ccc(Cl)cc4)CC3)c1CO2,-2%,-4,-21%,16%,-9%,nt,nt,nt
CCS(=O)(=O)c1ccc2oc(SCC(=O)NCCc3ccc(OC)cc3)nc2c1,0%,3,1%,9%,-4%,8%,2%,9
O=C(c1ccc2c(c1)N(Cc1ccccc1F)C(=O)c1ccccc1S2(=O)=O)N1CCOCC1,nt,-9,-4%,-6%,-13%,nt,nt,nt
Cc1ccc(-c2nn(-c3ccccc3)cc2C(=O)NN2CCN(C)CC2)cc1,-5%,-1,7%,-21%[9.22 µM],-17%,4%,8%,-23
CCCCC1=CC2=CC(=O)C(C)(OC(=O)CC)C(=O)C2=CN1C1CCCC1 (stereo unspecified),-8%,10,4%,11%,0%,6%,15%,0
COC(=O)C1=CN(C2CC2)C=C(C(=O)OC)C1c1ccc(C(F)(F)F)cc1,-2%,-3,-6%,-10%,-3%,-10%,-4%,-28
COc1ccc(-c2nc(SCC(=O)Nc3ccc4c(c3)OCCO4)c(-c3ccc(F)cc3)[nH]2)cc1,nt,2,12%,15%,21%,nt,nt,nt
Cc1cc(C)c(NC(=O)CSc2ncc3c(n2)-c2cc(Cl)ccc2N(C)S3(=O)=O)c(C)c1,nt,-1,-6%,9%,-20%,nt,nt,nt
COc1ccc(CSCC(=O)N/N=C/c2ccccc2O)cc1,25%,-7,12%,-7%[9.22 µM],?,-1%,-3%,17
NC(=O)C1CCN(C(=O)c2cccc(S(=O)(=O)N3CCc4ccccc4C3)c2)CC1,2%,-2,8%,13%,-3%,0%,3%,3
Cc1ccc2c(C)c(C(=O)Nc3c(C)n(C)n(-c4ccccc4)c3=O)oc2c1,-12%,-14,-6%,-20%,-5%,-7%,0%[57.1 µM],0
CCOc1ccc2nc(SCC(=O)c3cccs3)sc2c1,-11%,-2,-3%,20%,17%,5%,1%,8
O=C(c1ccco1)[C@@H]1[C@@H]2C(=O)N(c3ccc(Br)cc3)C(=O)[C@@H]2C2c3ccccc3C=CN21 (stereo partly specified),7%,-9,?,0%,1%,-11%,-1%,-57*
Cc1cc2occ(CC(=O)NC3(C)CCS(=O)(=O)C3)c2cc1C (stereo unspecified),3%,2,30%,-5%,-2%,12%,3%,-6
c1cc(N2CCCCC2)nc(N2CCCCC2)n1,-6%,-20,6%,-18%,4%,4%,-2%,-23
CC(=O)Oc1c2occc2cc2ccc(=O)oc12,13%,-3,-2%,-24%,-5%,8%,-1%,-16
O=C(NCc1nnc(SCC(=O)N2CCCC2)o1)c1c(F)cccc1Cl,0%,4,-10%,2%,10%,-4%,6%,16
CSc1nn2cc(CCN3CCOCC3)c(-c3ccc(F)cc3)nc2c1C#N,-6%,15,5%,-12%[9.22 µM],-25%,-1%,16%,5
CC(C)Oc1ccc(C(=O)NCCc2csc(-c3cccc(F)c3)n2)cc1,nt,8,36%,?,-20%,nt,nt,nt
COc1ccc(Nc2cc(C)c3cc(NC(=O)Cc4ccc(Cl)cc4)ccc3n2)cc1,nt,13,6%,?,-30%,nt,nt,nt
CCC(c1nnnn1Cc1ccc(OC)cc1)N1CCN(c2ccc(OC)cc2)CC1 (stereo unspecified),0%,-1,25%,13%[9.22 µM],17%,20%,-14%,-13
CCOC(=O)CNC(=O)Nc1cc(C(C)(C)C)nn1-c1ccccc1,-4%,1,9%,0%,3%,10%,-1%,?
CCOc1ccc(-c2nc(CSCC(=O)NCC3CCCO3)c(C)o2)cc1 (stereo unspecified),0%,3,-2%,11%,-5%,-12%,-11%,19
O=C(COc1c(Cl)cccc1Cl)NN1C(=O)CSC1=S,15%,1,12%,?,-18%,3%,-1%[57.1 µM],-23
C=CCC(CC=C)(C(N)=O)c1ccccc1,2%,-4,-15%,6%,-23%,-1%,1%,-3
O=C(Nc1ccc(Cl)c(Cl)c1)OCc1cccnc1,-17%,-3,24%,28%,-61%[inhibitor],-11%,-2%,20
C[C@@H]1CN([C@H](C)CO)C(=O)CCCn2nncc2CO[C@@H]1CN(C)S(=O)(=O)c1ccc(F)cc1,1%,-7,-2%,22%,-12%,14%,-4%,26
CC(=O)c1ccc(S(=O)(=O)N2CCN(C(=O)/C=C/c3ccc4ccccc4n3)CC2)cc1,4%,8,28%,3%,10%,-6%,-4%,10
O=C(Cn1c2[n+](c3ccc(C(F)(F)F)cc31)CCCCC2)Nc1ccccc1,-5%,-33,nt,-7%,0%,-2%,6%,-51*
O=C(Cn1c(=O)oc2cc(S(=O)(=O)NCc3ccccc3)ccc21)N1CCCC1,-8%,1,5%,2%,-13%,0%,-6%,-17
Cc1cc(=O)oc2cc(OC(C)C(=O)Nc3ccc(C(N)=O)cc3)ccc12 (stereo unspecified),-5%,0,-6%,-1%,-19%,7%,7%,-2
Nc1cccc2cccc([N+](=O)[O-])c12,4%,-6,nt,9%,-7%,-6%,-21%,-19
COc1cccc(C(NC(C)=O)c2nc(-c3ccccc3)cs2)c1 (stereo unspecified),0%,-1,1%,9%,-2%,7%,-26%,1
CN(C(=O)COC(=O)CCc1nc2ccccc2c(=O)[nH]1)C1CCS(=O)(=O)C1 (stereo unspecified),2%,4,-20%,21%,17%,-4%,-2%,2
CN(C)c1nc2c(c(=O)n(C)c(=O)n2C)n1Cc1ccccc1,-2%,8,19%,4%,-1%,7%,15%,1
COc1cc(OC)nc(Oc2ccccc2C(=O)Oc2ccc(C)cc2)n1,-21%,-7,5%,-14%,-12%,17%,-20%,-10
COC(=O)CSc1nc(C(C)C)nc2ccccc12,-6%,3,nt,0%,-18%,2%,4%,4
CCC1(c2ccc(F)cc2)NC(=O)N(CC(=O)Nc2ccccc2C)C1=O (stereo unspecified),0%,9,15%,7%,-4%,8%,1%,-2
CCOC(=O)C1(CC2CCCCO2)CCN(C(=O)Nc2ccc3c(c2)OCO3)CC1 (stereo unspecified),1%,-11,9%,-9%,0%,11%,0%,-5
c1ccc(CNc2ncnc3nc[nH]c23)cc1,3%&1%&-5%,9,-27%,25%,-13%,3%,3%,1
COc1ccc(-c2cc(C(=O)N3CCN(c4ncccn4)CC3)c3ccccc3n2)cc1,-12%,1,20%,13µM*,-18%,10%,-2%,45
CCOC(=O)N1CCN(C(=O)c2ccc(CSc3ccc(Cl)cc3)cc2)CC1,-2%,3,26%,?,26%,18%,-15%,-15
CC1CC(C)CN(C(=O)c2cc3c(=O)n4ccccc4nc3s2)C1 (stereo unspecified),2%,17,4%,7%,-35%[inhibitor],-3%,-3%,16
CCc1cnc2c(c1SCC(=O)N1CCCCC1)c(=O)n(C)c(=O)n2C,nt,2,5%,16%,5%,nt,nt,nt
CC(NCC1COc2ccccc2O1)C1COc2ccccc2O1 (stereo unspecified),7%,-23,7%,-7%,26%,14%,-10%,-63*
N#C/C=C/C(=C\Nc1ccc(Cl)cc1)S(=O)(=O)c1ccccc1,0%,-10,4%,-4%,4%,3%,15%,-19

# (continued)
SMILES,aSyn yeast inh,D3 ag,FUS yeast rescue,TDP43 rescue,Abeta yeast res,EPAC2 ag,EPAC2 antag,DRD3 antagonist
CSCCC(NS(=O)(=O)c1ccc2c(c1)oc(=O)n2C)C(=O)NC1CCC(C)CC1 (stereo unspecified),2%,4,-28%,13%,-14%,4%,1%,8
COc1ccc2c(C)cc(N3CCCCCC3)nc2c1,-1%,-26,-5%,-13%,-11%,5%,-7%,?
CCOc1ccc(S(=O)(=O)N(CC(=O)NCc2ccccc2OC)c2ccccc2)cc1,nt,2,15%,15%,-2%,nt,nt,nt
CCOC(=O)CS(=O)(=O)CC(=O)Nc1ccc([N+](=O)[O-])cc1OC,-6%,-3,19%,0%[9.22 µM],-11%,8%,19%,-16

# Compound activity deposited in PubChem by National Center for Advancing Translational Sciences (NCATS).
